bovine MsrA act: bovine MsrA enzyme activators, primary screen, biochemical, absorbance, HTS. purified bovine MsrA, absorbance read-out. activation, % at 10.6 µM. 360,000 compounds, 0.3% hits; in the data active = activation above about 7.5%;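 note: 0% = vehicle and 100% = reference activator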
Rin1 Abl inh: inhibitors of Rin1-Abl protein binding, primary screen, biochemical, TR-FRET | Tyrosine-protein kinase ABL1 (Homo sapiens) + Ras and Rab interactor 1 (Homo sapiens), … | inhibition, % at 7.35 µM | 360,000 compounds, 0.4% hits; in the data active = inhibition above about 5%, passing the limit was not always enough
MsrA inh: bovine MsrA enzyme inhibitors, primary screen, biochemical, absorbance, HTS | 360,000 compounds, 0.75% hits | purified bovine MsrA, absorbance read-out | inhibition, % at 15.5 µM | Methionine sulfoxide reductase A (Bos taurus); in the data active = inhibition above about 4.5%;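 note: 0% = vehicle wells with enzyme and 100% = reference inhibitor wells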
Neddylation inh: inhibitors of cullin neddylation, primary screen, biochemical, TR-FRET, uHTS, NAE and Ubc12 | 360,000 compounds, 0.58% hits | calls only at 25 µM | NEDD8-conjugating enzyme Ubc12 (Homo sapiens) + NEDD8-activating enzyme E1 regulatory …; in the data active = inhibition above about 36%
Target sequence (P61081 whole entry, looked up): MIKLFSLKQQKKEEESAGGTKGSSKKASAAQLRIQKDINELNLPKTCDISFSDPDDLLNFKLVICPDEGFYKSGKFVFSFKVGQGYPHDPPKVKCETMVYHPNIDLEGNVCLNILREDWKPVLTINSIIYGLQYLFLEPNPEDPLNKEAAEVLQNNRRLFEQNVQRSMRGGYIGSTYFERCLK
Target sequence (Q13564 whole entry, looked up): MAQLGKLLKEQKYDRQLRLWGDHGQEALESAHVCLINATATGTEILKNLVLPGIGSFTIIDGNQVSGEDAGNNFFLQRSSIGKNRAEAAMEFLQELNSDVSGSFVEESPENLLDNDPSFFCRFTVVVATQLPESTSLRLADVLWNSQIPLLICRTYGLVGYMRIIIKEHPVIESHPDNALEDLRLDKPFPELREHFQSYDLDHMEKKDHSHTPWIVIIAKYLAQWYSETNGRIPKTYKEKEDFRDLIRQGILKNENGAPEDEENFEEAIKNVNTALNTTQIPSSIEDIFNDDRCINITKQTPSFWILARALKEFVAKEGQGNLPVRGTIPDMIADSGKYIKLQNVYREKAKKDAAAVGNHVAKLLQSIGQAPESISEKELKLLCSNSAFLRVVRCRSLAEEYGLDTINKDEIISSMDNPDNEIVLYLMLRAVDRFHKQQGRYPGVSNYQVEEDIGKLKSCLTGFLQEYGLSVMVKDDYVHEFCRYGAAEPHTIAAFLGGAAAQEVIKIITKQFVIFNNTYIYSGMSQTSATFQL
FAS-TE inh: FAS thioesterase domain inhibitors, primary screen, biochemical, fluorescence intensity, uHTS; recombinant FAS-TE, OMFH fluorogenic substrate, fluorescence endpoint; inhibition, % at 15 µM; 360,000 compounds, 0.67% hits;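 active = compounds whose normalised, plate-corrected inhibition of enzyme fluorescence in the single-dose primary screen is 50% or more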;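 note: 0% = DMSO with enzyme and 100% = substrate without enzyme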
MT1-MMP act inh: blockers of MT1-MMP proenzyme processing, primary screen, HT1080 RFP-PRO-GFP cells, GFP/RFP fluorescence. GFP/RFP ratio fluorescence, overnight; percent of plate control window, DMSO zero. GFP/RFP ratio change, % at 20 µM. 360,000 compounds, 0.061% hits;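 active = GFP/RFP ratio change of at least 30% with cell ATP level not reduced by more than half and red fluorescence within 50% of control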; note: strong numbers were not always called active
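Assay system: RFP-PRO-GFP reporter HT1080 cells; read-out basis: GFP/RFP fluorescence ratio; benchmarks: DMSO wells and RFP-L50D-GFP cells; doses: 20 µM single dose, 1% DMSO; schedule: overnight cell settling, then overnight compound exposure, 37 °C, 5% CO2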
SKN-1 inh: suppressors of acrylamide-induced Pgst-4::GFP reporter in worms, primary screen, SKN-1 inhibitor project, whole organism, uHTS, GFP/RFP fluorescence ratio, strain VP596; C. elegans VP596 Pgst-4::GFP/RFP ratio, 24 h; inhibition, % at 21.8 µM; 360,000 compounds, 0.49% hits; AID 624304, 2012;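 active = interference check ratio from 0.5 to 1.5 plus GFP to RFP signal ratio inhibition reaching or exceeding a fixed threshold, cut at about 30% in these data, passing the limit was not always enough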; note: some compounds called inactive have numbers as strong as hits
eLon inh: inhibitors of E. coli Lon protease, primary screen, biochemical, fluorescence polarization; 360,000 compounds, 0.42% hits; AID 602123, 2011; purified E. coli Lon protease; inhibition, % at 7.94 µM; in the data active = inhibition above about 13%, passing the limit was not always enough;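 note: 0% = enzyme with probe and DMSO and 100% = no enzyme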
NRP1-CendR mod: modulators of CendR peptide binding to NRP-1, primary screen, biochemical, fluorescence polarization, uHTS. Neuropilin-1 (Homo sapiens), O14786. inhibition, % at 25 µM. FAM-RPARPAR peptide binding to NRP-1. 360,000 compounds, 0.85% hits;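 active = inhibition or corrected inhibition above about 18%, plus a signal ratio from 0.5 to 1.5, limit read from the data, passing the limit was not always enough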; note: strong numbers were not always called active
* = called active by the depositor; i = inactive; / = no result given. An unsorted share of the library (roughly 4.2% active in at least one column).

SMILES	bovine MsrA act	Rin1 Abl inh	MsrA inh	Neddylation inh	FAS-TE inh	MT1-MMP act inh	SKN-1 inh	eLon inh	NRP1-CendR mod
Cc1nccn1CCCNCc1c(C(=O)N2CCCCCCC2)nc2ccc(Cl)cn12	-3.6	0.9	0.9	i	-4.3	-2.0	2.5	-4.3	-9.1
COc1ccccc1NC(=O)CSc1nc(O)cc(=O)[nH]1	-4.7	0.6	0.1	i	-2.9	0.1	1.6	-3.6	-1.6
O=C(c1cc2ccccc2o1)n1nnc2ccccc21	-1.7	-0.3	0.9	i	4.1	-10.9	15.2	1.3	1.7
COC(=O)Nc1ccc(Cn2cc(C(F)(F)F)ccc2=O)cc1	-3.7	3.1	1.0	i	-4.8	2.3	-3.1	1.7	6.9
CCN(CC)CCNC(=O)c1ccc(CS(=O)(=O)c2ccccc2C)o1	0.0	0.1	0.4	i	-5.2	-0.5	2.8	2.3	-2.3
O=c1cc(O)nc(SCc2ccccc2)n1-c1ccc(Cl)cc1	1.6	-1.1	0.4	i	1.5	0.2	3.2	-1.5	0.4
COc1ccc(Cl)cc1S(=O)(=O)N1CCC(O)(c2ccc(Cl)cc2)CC1	-7.3	-0.5	-1.0	i	6.0	2.6	-20.3	15.9	3.0
CN1CCN(C(=O)c2ccccc2NC(=O)c2cccc(Cl)c2)CC1	-2.9	-1.9	-0.8	i	-6.6	0.8	0.8	-3.5	9.5
COc1ccc(/C(N)=N/OC(=O)c2cccc([N+](=O)[O-])c2)cc1	0.6	-1.1	0.4	i	12.6	-1.1	0.1	2.3	9.3
O=C(NCC(c1ccco1)N1CCCC1)c1cc(=O)[nH]c2ccccc12 (configuration not stated)	-4.0	1.1	0.7	i	-7.6	0.8	10.6	-14.6	9.3
CC(=O)Nc1ccc(NC(=O)c2ccc(-c3c(C)noc3C)c3ccoc23)cc1	-3.1	-1.9	-0.3	i	-2.7	18.0	14.7	-3.3	3.8
Cc1nn(-c2ccc(F)cc2)c2nc(N)c(C#N)c(-c3cccs3)c12	1.2	-71.8	0.8	i	9.3	-14.2	-1.5	1.1	-28.9
COc1ccc(NC(=O)CCNC(=O)c2ccco2)c(OC)c1	-2.2	-0.5	-0.4	i	-6.3	-4.1	19.5	-3.6	15.0
Cc1cc(=O)oc(C)c1C(=O)NCCCN1CCN(c2ccccc2F)CC1	-3.0	4.4	2.3	i	13.4	1.0	-0.1	-8.6	0.5
O=c1c2ccccc2nc2n1C(CSc1ccc(F)cc1)CS2 (configuration not stated)	0.5	0.3	-0.6	i	-7.3	1.2	-5.4	-4.7	28.9*
O=C(COC(=O)C1CC2CCCC(C1)C2=O)NNC(=O)c1ccc([N+](=O)[O-])cc1 (configuration not stated)	-3.0	-0.6	0.2	i	-3.6	4.2	19.3	-2.3	-8.7
COc1ccc(-c2cc(=O)oc3cc(OC(C)C(=O)NC4CC4)ccc23)cc1 (configuration not stated)	-2.3	-2.2	0.4	i	-11.4	2.3	4.6	-6.8	5.5
COC(=O)c1[nH]c2ccc(C)cc2c1NC(=O)C1=COCCO1	-7.6	-1.4	0.1	i	-10.4	1.2	14.7	-2.3	-2.6
Cc1ccc(CN2CC(C(=O)Nc3ncccc3C)CC2=O)cc1 (configuration not stated)	-4.1	1.4	0.5	i	-3.0	0.8	-0.9	4.3	12.5
CS(=O)(=O)Nc1ccccc1C(=O)c1ccccc1	-7.6	-3.5	-1.7	i	-5.4	-3.6	-27.3	-4.9	-0.1
CCC1CCCCN1C(=O)CCNC(=O)Cn1cnc2ccccc2c1=O (configuration not stated)	-3.8	1.2	-0.4	i	-4.9	-2.5	-7.1	-2.5	4.8
Cc1cc(C)n(C(=O)c2c([N+](=O)[O-])cnn2C)n1	0.6	3.3	-0.2	i	-5.7	-0.6	11.3	-2.9	-7.6
CCn1cc(C(=O)Nc2cccc(C(=O)OC)c2)c(=O)c2ccc(C)nc21	-7.1	1.8	-0.2	i	-3.5	3.5	9.0	-2.3	11.4
COc1cc(NC(=O)COc2ccc(-n3cnnn3)cc2)cc(OC)c1OC	2.4	-1.0	-0.6	i	-6.0	2.6	-7.4	-11.8	-1.3
Cc1ccc(OCCC(=O)OCC(=O)Nc2ccccc2)cc1	-9.6	-0.5	-0.1	i	-2.7	-1.8	-9.9	-6.3	3.2
COC(=O)c1sc2nc(-c3ccccc3)c3c(c2c1N)CCCC3	-11.8	-9.1	-0.1	i	18.9	-4.3	-39.2	-12.3	19.0
COc1ccc(NC(=O)N2CCCC2C(=O)NC23CC4CC(CC(C4)C2)C3)cc1 (configuration not stated)	-10.1	-1.9	-0.4	i	-2.7	-2.4	2.7	-2.6	7.8
COc1cc(C(=O)Nc2nncs2)cc(OC)c1OC	-3.1	1.5	0.5	i	-11.5	12.1	7.7	-4.0	7.8
CCCCN(C(=O)NCCCCCCNC(=O)N(CCCC)C1CCS(=O)(=O)C1)C1CCS(=O)(=O)C1 (configuration not stated)	-11.7	-0.4	0.7	i	-2.2	-2.4	-5.3	-3.7	0.7
CCC(c1nnnn1Cc1ccc2c(c1)OCO2)N1CCN(c2ccccc2)CC1 (configuration not stated)	-5.0	-3.4	1.2	i	14.0	-6.8	-2.2	-3.0	14.7
O=C(Nc1ccc(Cl)c([N+](=O)[O-])c1)C(Sc1ccccc1)c1ccccc1 (configuration not stated)	-6.3	2.9	-0.3	i	44.1	-23.4	1.4	-0.7	-10.3
Cc1nc(Nc2ccccc2)sc1C(=O)c1ccc(F)cc1	-2.2	3.3	2.4	i	12.2	-4.0	4.5	-3.2	2.8
Cc1cccc(C)c1NC(=O)C(c1ccccc1)N1CCC(c2ccccc2)CC1 (configuration not stated)	/	/	0.4	i	/	-6.3	0.4	/	2.4
O=C(CCN1CCOCC1)c1ccc(Br)cc1	-0.4	-0.3	-1.5	i	-3.4	0.2	2.8	3.3	-2.7
CCOC(=O)c1nnn(-c2nc(OC)nc(N3CCCC3)n2)c1-c1ccccc1	-3.3	-1.4	-0.6	i	0.1	1.2	-1.2	0.0	0.3
CC(C)CN1C(=O)c2ccc(C(=O)Nc3ccc(OCC(=O)O)cc3)cc2C1=O	-3.2	1.1	-0.3	i	-6.2	0.5	-7.8	-3.7	10.4
N#Cc1ccccc1OCC(=O)N1CCc2ccccc2C1	-3.6	0.6	-0.8	i	4.0	1.1	5.0	-3.4	0.9
CCCCN(C(=O)C(C)Oc1ccc(Br)cc1)c1c(N)n(Cc2ccccc2)c(=O)[nH]c1=O (configuration not stated)	0.3	0.9	0.1	i	5.8	-8.9	1.1	-0.5	8.9
Cc1ccc(CN2C(=O)CCC2(C)c2nnnn2-c2ccc3c(c2)OCCO3)cc1 (configuration not stated)	-2.4	/	-0.5	i	-10.2	1.5	-0.7	-12.3	1.4
O=C(NC1CCC(O)CC1)c1ccc(Br)o1 (configuration not stated)	-0.2	-1.9	0.4	i	-4.3	0.6	-9.8	13.2	1.2

Entries shown so far that contain an NH in an aromatic ring, in the order listed:
SMILES	bovine MsrA act	Rin1 Abl inh	MsrA inh	Neddylation inh	FAS-TE inh	MT1-MMP act inh	SKN-1 inh	eLon inh	NRP1-CendR mod
COc1ccccc1NC(=O)CSc1nc(O)cc(=O)[nH]1	-4.7	0.6	0.1	i	-2.9	0.1	1.6	-3.6	-1.6
O=C(NCC(c1ccco1)N1CCCC1)c1cc(=O)[nH]c2ccccc12 (configuration not stated)	-4.0	1.1	0.7	i	-7.6	0.8	10.6	-14.6	9.3
COC(=O)c1[nH]c2ccc(C)cc2c1NC(=O)C1=COCCO1	-7.6	-1.4	0.1	i	-10.4	1.2	14.7	-2.3	-2.6
CCCCN(C(=O)C(C)Oc1ccc(Br)cc1)c1c(N)n(Cc2ccccc2)c(=O)[nH]c1=O (configuration not stated)	0.3	0.9	0.1	i	5.8	-8.9	1.1	-0.5	8.9

(next part)
SMILES	bovine MsrA act	Rin1 Abl inh	MsrA inh	Neddylation inh	FAS-TE inh	MT1-MMP act inh	SKN-1 inh	eLon inh	NRP1-CendR mod
O=C(CCCCCNC(=S)Nc1ccc(Cl)cc1)C[N+](=O)[O-]	-0.8	-0.6	0.9	i	-14.0	2.6	0.7	2.2	-0.9
O=C(O)CSCC(=O)NCc1ccccc1	-3.9	2.6	-0.6	i	-5.5	6.7	0.1	-5.1	-2.8
COC(=O)C1Cc2ccccc2CN1S(=O)(=O)c1ccc(C)cc1 (configuration not stated)	-0.9	0.0	-0.8	i	11.0	-1.4	14.2	-3.6	-0.8
CC(=O)c1ccc(OC(=O)c2cccs2)cc1	-3.7	-0.8	-0.9	i	6.5	-0.4	-7.5	-3.3	-4.9
CN1CCN(C2CC(=O)N(Cc3ccc(N4CCCC4=O)cc3)C2=O)CC1 (configuration not stated)	-0.5	-1.2	0.9	i	-9.7	-0.4	-2.3	6.7	-0.7
Cc1nnsc1NC(=O)OCCCl	-2.9	-1.3	0.9	i	4.5	1.9	-0.8	-0.1	10.5
O=C1CCc2cc(S(=O)(=O)N3CCC(C(=O)NC4CCCc5ccccc54)CC3)ccc2N1 (configuration not stated)	-0.9	-5.4	0.9	i	-4.8	-2.4	3.2	-8.5	-2.9
CC(C)(C)OC(=O)CN1c2cccc3cccc(c23)S1(=O)=O	-1.7	0.9	-1.3	/	2.3	0.6	22.9	-0.1	-2.0
COc1ccc(OC)c(C(=O)c2coc3ccc(O)cc23)c1	-2.3	-2.1	1.2	i	-4.5	-2.3	-5.6	3.4	-6.0
COc1ccc(C#Cc2ccc(C3=CC(=O)CC(C)(C)C3=O)cc2)cc1	-6.3	0.1	0.6	i	13.4	2.4	-14.8	-2.0	-14.1
O=C(Nc1nnc(C2COc3ccccc3O2)o1)c1ccc(F)cc1 (configuration not stated)	-1.7	-2.2	-0.5	i	-14.0	5.2	0.5	0.0	1.9

Five successive records already listed, for reference:
SMILES	bovine MsrA act	Rin1 Abl inh	MsrA inh	Neddylation inh	FAS-TE inh	MT1-MMP act inh	SKN-1 inh	eLon inh	NRP1-CendR mod
O=C(O)CSCC(=O)NCc1ccccc1	-3.9	2.6	-0.6	i	-5.5	6.7	0.1	-5.1	-2.8
COC(=O)C1Cc2ccccc2CN1S(=O)(=O)c1ccc(C)cc1 (configuration not stated)	-0.9	0.0	-0.8	i	11.0	-1.4	14.2	-3.6	-0.8
CC(=O)c1ccc(OC(=O)c2cccs2)cc1	-3.7	-0.8	-0.9	i	6.5	-0.4	-7.5	-3.3	-4.9
CN1CCN(C2CC(=O)N(Cc3ccc(N4CCCC4=O)cc3)C2=O)CC1 (configuration not stated)	-0.5	-1.2	0.9	i	-9.7	-0.4	-2.3	6.7	-0.7
Cc1nnsc1NC(=O)OCCCl	-2.9	-1.3	0.9	i	4.5	1.9	-0.8	-0.1	10.5

High-throughput results from PubChem.
